Screens as filed in PubChem.
TRPV1 ag = activates the human vanilloid receptor TRPV1. TRPV1-expressing cells, Fluo-8 calcium influx, agonist mode. activation, % at 8.33 µM. 0.19% of 320,000 active. AID 540275; in the data active = activation above about 80%; inconclusive = between about 30% and that limit; also: 0% is about no effect
Target sequence (Q8NER1 whole entry, looked up): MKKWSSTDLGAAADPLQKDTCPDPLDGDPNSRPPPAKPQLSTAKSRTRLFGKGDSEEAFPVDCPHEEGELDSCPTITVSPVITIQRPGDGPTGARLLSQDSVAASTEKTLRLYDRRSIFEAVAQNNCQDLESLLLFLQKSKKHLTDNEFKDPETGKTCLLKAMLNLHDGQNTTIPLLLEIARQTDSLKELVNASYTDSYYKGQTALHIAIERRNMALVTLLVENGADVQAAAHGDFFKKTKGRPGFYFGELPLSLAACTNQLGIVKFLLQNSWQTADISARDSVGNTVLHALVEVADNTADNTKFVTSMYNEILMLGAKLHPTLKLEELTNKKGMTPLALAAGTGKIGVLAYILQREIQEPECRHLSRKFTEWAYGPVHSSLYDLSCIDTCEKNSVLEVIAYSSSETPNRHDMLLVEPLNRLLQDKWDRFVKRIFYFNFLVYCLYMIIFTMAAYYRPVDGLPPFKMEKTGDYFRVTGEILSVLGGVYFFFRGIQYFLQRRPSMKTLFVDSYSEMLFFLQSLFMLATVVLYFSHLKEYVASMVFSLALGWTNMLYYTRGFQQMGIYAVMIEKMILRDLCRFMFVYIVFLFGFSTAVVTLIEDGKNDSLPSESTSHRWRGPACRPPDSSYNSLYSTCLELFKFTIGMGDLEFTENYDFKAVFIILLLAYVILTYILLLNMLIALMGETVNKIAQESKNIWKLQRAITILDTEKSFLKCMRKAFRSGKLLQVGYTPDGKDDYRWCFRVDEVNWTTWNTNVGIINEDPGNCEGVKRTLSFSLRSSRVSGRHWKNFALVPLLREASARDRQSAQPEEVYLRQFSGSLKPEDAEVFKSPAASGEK
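Fluo-8 calcium influx in TRPV1-expressing cells, kinetic read (ex 480/em 520 nm). Compound added and read 3 min for agonist activity, followed by capsaicin at EC20 final and 2 min further read for enhancement.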
USP2a inh = blocks human ubiquitin-specific protease USP2a | Potency, µM (titrated, usually from 38.3 µM), inactives show at the top dose activity change, negative = inhibition, most hits filed as inhibitors | 0.01% of 330,000 active | O75604 | USP2 core, Ub-CHOP2 coupled fluorogenic reporter, 485/531 | AID 463254;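 also: potency is read from the fitted curve at half-maximal effect; plate controls were DMSO wells for no effect and full inhibition by NEM control for full effect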
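Cell-free coupled assay: 10nM USP2 core preincubated 30min RT with compound in Tris-HCl pH 8.0/CaCl2/CHAPS buffer, then 25nM Ub-CHOP2 and 25nM reporter substrate; fluorescence (Ex 485/Em 531) read after 60min RT, normalized to NEM inhibition, concentration-response curves fitted.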
KCNH2 3.1 inh = inhibitors of human KCNH2 3.1 potassium channel isoform. U2OS KCNH2 3.1, thallium flux FluxOr; hits give low values. activity change, % (tested at about 1.8 µM). 0.95% of 340,000 active. AID 720553;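 active = maximum activity change below -70%; inconclusive = maximum activity change from -70% to -50%; inactive = maximum activity change above -50%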;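 also: thallium influx rate constant from kinetic fluorescence after stimulation buffer; % is scaled to controls: 0 for no effect and ±100 for the full control effect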
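Normalized rate constant (relative to positive and negative DMSO controls) derived from a 2 min kinetic fluorescence read after stimulation; U2OS cells expressing the 3.1 isoform via virus at 1.77 x 10^8 /mL.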
ELG1 repair inh = inhibitors of ELG1-dependent DNA repair in HEK293T cells. HEK293T ELG1-luciferase reporter, luminescence, 16 h; DNA damage induced by 5-fluorouridine. Potency, µM (series often up to 46.1 µM), without a hit: at the highest dose activity change, negative = inhibition, actives largely listed as inhibitors. 2.3% of 330,000 active; also: potency is read from the fitted curve at half-maximal effect; % is scaled to controls: 0 for no effect and ±100 for the full control effect; nearly all actives have a fitted effect of over 55% in size
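Luminescence from the luciferase reporter, measured 30 min after ONE-Glo reagent at room temperature, was the read-out. Beforehand, 2,000 cells per well were exposed for 16 hr at 37 °C to 5-fluorouridine together with compound or vehicle.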
TCR activator = activates T cell receptor signaling; primary human leukocytes, anti-CD3, IL-2 HTRF, 48 h; AID 504894; Potency, µM (top dose mostly 9.22 µM), for the others: at the top dose activation of IL-2 secretion, actives largely listed as activators; 330,000 tested, under 10 active; also: % of control where 0% means no effect
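TCR engagement came from a-CD3 beads alone, with compounds added to primary human leukocytes for 48 hr. Secreted IL-2 bridged europium cryptate- and d2-labelled anti-IL-2 antibodies, giving FRET emission at 665nm after 320nm excitation.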
KCNH2 WT inh = inhibitors of human wildtype KCNH2 potassium channel; Q12809; U2OS, BacMam KCNH2, thallium flux FluxOr; hits give low values; AID 720551; activity change, % at 1.84 µM; 0.37% of 340,000 active;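 active = maximum activity change below -70%; inconclusive = maximum activity change between -70% and -50%; inactive = maximum activity change above -50%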; also: % is scaled to controls: 0 for no effect and ±100 for the full control effect
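U2OS cells were transduced with wild-type KCNH2 virus (2.03 x 10^8 / mL) for 4 h at room temperature, then cultured overnight at 37 C. Thallium flux was read with FluxOr dye. Rate constants were normalized to DMSO controls.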
AT treatment = potential ataxia-telangiectasia treatments restoring KAP-1 phosphorylation; Potency, µM (top dose mostly 57.5 µM), for inactives: at the top dose activation, actives largely listed as activators; 0.19% of 320,000 active; AID 485349; […] A-T fibroblasts, KAP-1 phosphorylation AlphaLISA; neocarzinostatin DNA damage 30 min before lysis; also: potency is read from the fitted curve at half-maximal effect; % of control where 0% means no effect; nearly all actives have a fitted effect of over 45% in size
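hTERT-immortalized A-T patient fibroblasts ([…]), 500 cells/well in OPTI-MEM, 1% FBS, got compounds for 60 min, then NCS for 30 min at 37C. Lysates were then assayed for phospho-KAP-1 by AlphaLISA (anti-pKAP1 donor, anti-KAP1 acceptor beads), 6 hr at 25C.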
Mito fusion act = blocks mitochondrial division or promotes mitochondrial fusion; S. cerevisiae fusion-defective mutant growth rescue, CellTiterGlo 48 h; Potency, µM (doses to about 46.1 µM), inactives show at the highest dose growth rescue (activation), hits mostly activators; 0.23% of 320,000 active;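 also: potency is read from the fitted curve at half-maximal effect; % of control where 0% means no effect; nearly all actives have a fitted effect of over 45% in size; temperature-sensitive fusion mutants such as fzo1-1 at 37 °C on non-fermentable ethanol glycerol medium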
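Luminescent cell viability in 1536-well qHTS format served as the measure of rescued growth in ts fusion-mutant S. cerevisiae cultured on non-fermentable YPEG for 48 hours at 37C.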
Eya2 phos inh = inhibitors of human Eya2 phosphatase activity | O00167 | recombinant Eya2, OMFP fluorescence dephosphorylation (OMFP is methylfluorescein phosphate) | Potency, µM (series often up to 76.9 µM), for inactives: top-dose activity, negative = inhibition, hits mostly inhibitors | 0.006% of 330,000 active; also: potency is read from the fitted curve at half-maximal effect; % is scaled to controls: 0 for no effect and ±100 for the full control effect
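Eya2 protein (added as 0.2 uM solution) was preincubated with compound for 10 min at ambient temperature in 50 mM HEPES pH 7.5, 50 mM NaCl, 5 uM MgCl2, 0.05% BSA, 1 mM DTT. OMFP (added at 50 uM) then reacted 10 min; fluorescence read at 485/525 nm.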
TSHR antag = blocks TSH signaling through the human TSH receptor | activity change, negative = inhibition, % at 11.5 µM | 0.2% of 330,000 active | AID 504810 | TSHR-expressing cells, TSH-stimulated cAMP HTRF, 2 h; hits give low values | P16473;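 active = activity change below a set negative limit, meaning inhibition stronger than a set level, cut at about -70% in these data; inconclusive = activity change between two set negative limits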; also: % is scaled to controls: 0 for no effect and ±100 for the full control effect
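TSHR-expressing cells were treated with compounds, then stimulated with TSH at EC80 (4nM final) for 2 hours at 37 deg C. Cellular cAMP was measured by HTRF competition between lysate cAMP and cAMP-d2 for a cryptate-labelled anti-cAMP antibody.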
* hit, by the source's call; ? = inconclusive; nt = not tested or not shown; [ ] = remark or other dose. Unless noted, calls follow the shape of the dose curve; as a rule, active = well fitted curve in the direction sought with a large enough effect; inconclusive = small, poorly fitted or top-dose-only effect, or another doubt; inactive = no such curve, though single readings can be large; an effect the other way counts as inactive or inconclusive. These rows are one share of the data; rates above refer to the full screens.

SMILES	TRPV1 ag	USP2a inh	KCNH2 3.1 inh	ELG1 repair inh	TCR activator	KCNH2 WT inh	AT treatment	Mito fusion act	Eya2 phos inh	TSHR antag
CN1CCN(C2=Cc3ccccc3Sc3cc(F)c(F)cc32)CC1	-3	-7%	-4	-7%	2%[46.1 µM]	4	2%	-22%	-26%	-12
O=C(CCc1nnc2ccc(NCc3ccc(F)cc3)nn12)NC1CCCC1	4	0%	5	13%	-12%	-2	6%	-3%	2%	17
CCOC(=O)c1cc(-c2ccccc2)sc1NC(=O)COC	?	0%	-5	-11%	5%	-9	2%[11.5 µM]	24%	-1%	2
Cc1ccc(NC(=O)CCc2c(C)nn(-c3ccc(N4CCCCC4)nn3)c2C)cc1C	-8	-1%	2	?	5%	2	5%	?	0%	13
CSc1cccc(NC(=O)C2C3C=CC4(O3)C2C(=O)N(CCN2CCOCC2)C4C(=O)NC2CCCCC2)c1 (stereo not drawn)	1	-5%	-1	-13%	-3%	16	16%	-9%	-20%	-1
CC1=C(C(=O)OC2CCCCC2)C(c2cccnc2)n2nnnc2N1 (stereo not drawn)	1	0%	5	-7%	-1%[46.1 µM]	-1	7%	?	-6%	-7
O=C(COc1ccc2ccc(=O)oc2c1)Nc1cc([N+](=O)[O-])ccc1F	1	-1%	0	33%	-2%	-30	0%	-2%	2%	-15
O=C1CCCN1CCCNS(=O)(=O)c1ccccc1	0	5%	-13	22%	-6%	1	-12%	1%	5%	9
COc1ccc(/C=N/NC(=O)C(C)N(c2ccc(OC)cc2)S(C)(=O)=O)cc1 (stereo not drawn)	2	-1%	8	9%	-8%	nt	-6%	-3%	10%	-15
Cc1ccc(NC(=O)C2CCN(S(=O)(=O)c3ccc4[nH]c(=O)ccc4c3)CC2)c(C)c1	3	1%	-17	5%	10%	-11	6%	0%	-9%	1
CC1=NN(C(=O)c2ccc(Cn3nc(C)c(Br)c3C)cc2)C(O)(C(F)(F)F)C1 (stereo not drawn)	2	1%	-21	-29%	-4%[46.1 µM]	-1	3%	4%	-6%	7
C=CCNC(=O)CN1CCC(c2nc3cc(C)c(C)cc3[nH]2)CC1	2	2%	1	5%	2%	52	10%	-2%	2%	-6
CO/N=C/C(c1ncc(C(F)(F)F)cc1Cl)S(=O)(=O)c1ccccc1 (stereo not drawn)	7	-4%	13	30%	1%	20	8%	0%	1%	7
COc1cc(/C=C2\SC(=Nc3ccc(O)cc3)NC2=O)cc(OC)c1O	7	1%	17	-27%	2%	1	1%	-5%	?	-9
CNC(=O)C(C)Sc1ccc(S(=O)(=O)N2CCOCC2)cn1 (stereo not drawn)	-1	1%	-13	?	-3%	0	15%	-3%	6%	50
COc1ccc(CCCc2nnc(SCC(=O)Nc3ccc(OC)cc3)o2)cc1	1	2%	-2	2%	3%	0	5%	0%	-2%	-6
COc1cccc(C(=O)NCCS(=O)(=O)N2CCCCC2)c1	8	-5%	5	19%	6%	0	13%	-3%	-35%	19
COCCNC(=O)/C=C/c1c(Cl)cccc1Cl	-2	0%	7	20%	0%[46.1 µM]	-5	8%	-2%	7%	-1
O=C(CCCn1cc([N+](=O)[O-])cn1)Nc1ccc2c(c1)OCO2	-3	1%	-2	19%	-3%	7	1%	-7%	-13%	-12
CC(C)(C)c1ccc(C(=O)NCCC(=O)NNC(=O)COc2ccccc2F)cc1	nt	0%	6	9%	-1%[46.1 µM]	-2	2%	nt	-4%	27
COc1ccc(-c2ccc(C(c3c(C)[nH][nH]c3=O)c3c(C)[nH][nH]c3=O)o2)c([N+](=O)[O-])c1	-4	0%	2	?	4%	0	4%	1%	-2%	-2
O=C(O)[C@@H](O)c1ccccc1	-3	1%	17	nt	-5%	0	nt	-18%	-12%	7
COc1cc(/C=N/NC(=S)NCCc2ccccc2)cc(OC)c1OC	-1	1%	-4	?	4%	-2	-7%	?	-1%	0
CCC(=O)Nc1ccc(C(=O)Nc2ccc(OC)cc2[N+](=O)[O-])cc1	-1	4%	-11	1%	-4%[46.1 µM]	-1	-2%	-1%	9%	32

2 neighbouring entries already listed:
SMILES	TRPV1 ag	USP2a inh	KCNH2 3.1 inh	ELG1 repair inh	TCR activator	KCNH2 WT inh	AT treatment	Mito fusion act	Eya2 phos inh	TSHR antag
COc1cc(/C=N/NC(=S)NCCc2ccccc2)cc(OC)c1OC	-1	1%	-4	?	4%	-2	-7%	?	-1%	0
CCC(=O)Nc1ccc(C(=O)Nc2ccc(OC)cc2[N+](=O)[O-])cc1	-1	4%	-11	1%	-4%[46.1 µM]	-1	-2%	-1%	9%	32

Further results
SMILES	TRPV1 ag	USP2a inh	KCNH2 3.1 inh	ELG1 repair inh	TCR activator	KCNH2 WT inh	AT treatment	Mito fusion act	Eya2 phos inh	TSHR antag
CN1CCCc2cc(C#N)c(=O)[nH]c21	nt	0%	3	18%	5%	-7	-14%	-5%	17%	5
CCCn1c(SCC(=O)Nc2sc(C)c(C)c2C(=O)OCC)nc2c1c(=O)n(C)c(=O)n2C	-2	4%	3	9%	0%	-8	8%	3%	0%	1
Cc1cccc(C(=O)OCC(=O)Nc2c(C)n(C)n(-c3ccccc3)c2=O)c1O	nt	5%	0	-20%	-5%	4	-9%	nt	-21%	nt
CCOC(=O)N1CCC(NC(=O)C2=C(C)C(=O)OC23CCC(C)CC3)CC1 (stereo not drawn)	1	-1%	-2	-19%	2%[46.1 µM]	-2	4%	-5%	-13%	-3
OCCNCc1cc(Br)ccc1OCc1ccc(Cl)cc1	4	-1%	?	-15%	-6%	4	2%	-10%	-2%	-2
CCn1c(C(C)NC(=O)c2ccc(C)cc2)n[nH]c1=S (stereo not drawn)	-1	2%	3	10%	3%	-14	5%	-3%	-5%	1
COc1cccc(/C=N/NC(=O)CCCC(=O)Nc2ccc(Br)cc2)c1	8	1%	5	4%	3%[46.1 µM]	4	1%	-2%	9%	-23
CCN(CC)C(=O)c1sc(NC(=S)N2CCN(C(=O)C3CCCO3)CC2)c(C(=O)OC)c1C (stereo not drawn)	-7	3%	19	?	6%	-5	-2%	1%	-5%	-38
O=C(NCC(c1cccnc1)N1CCOCC1)c1ccco1 (stereo not drawn)	2	nt	-8	nt	3%	1	nt	2%	nt	nt
COc1ccc(CC(=O)N/N=C(\C)CC(=O)Nc2cccc(F)c2)cc1	10	1%	-6	3%	-8%	2	-4%	-2%	0%	-11
Cc1ccc([C@@H]2[C@@H]3C(=O)N(C)C(=O)[C@@H]3[C@]3(C)C(=O)N(Cc4ccccc4)CC(=O)N23)o1	-6	-5%	15	14%	-2%	6	19%	4%	6%	29
COc1ccc(Nc2ncnc3sccc23)cc1	?	0%	-2	?	1%	-11	1%	1%	6%	3
CC1(C)CC(=O)C=C(c2ccc(F)nc2)C1	-3	0%	26	24%	-4%	-5	-7%	1%	5%	33
COc1ccc(C(=O)COC(=O)c2n[nH]c3ccccc23)c(OC)c1	0	2%	3	?	-4%	20	0%	24%	-19%	-2
COc1cc(OC)c(C(=O)OCC(=O)NC2CCCC2)cc1OC	2	1%	-1	2%	8%	4	-2%	-2%	3%	-3
Cc1nc(NC(=O)c2ccccc2)sc1-c1csc(Nc2cccc(F)c2)n1	-6	0%	nt	?	nt	nt	-1%	-9%	-8%	-14
O=C(c1ccc(Cl)c(S(=O)(=O)N2CCOCC2)c1)N1CCCC1	1	0%	16	10%	0%	-7	-12%	7%	-3%	-1
COC(=O)C1=C(C)Nc2nc(-c3ccccc3)nn2C1c1ccc(C)o1 (stereo not drawn)	nt	-2%	9	?	1%	3	9%	8%	11%	6
CC(=O)Nc1ccc(S(=O)(=O)N2CCN(C(C)CCc3ccccc3)CC2)cc1 (stereo not drawn)	21	-1%	-39	0%	-2%	-4	2%	4%	-23%	-5
COc1ccc(C(=O)Nc2nccs2)cc1OC	0	1%	-6	?	4%	-15	-5%	-2%	-16%	-1
COC(=O)c1sccc1-n1cccc1C(=O)C(=O)N1CCCCC1	2	5%	18	17%	7%	0	12%	8%	-3%	-15
CC(C)(C)SCCNC(=O)/C=C/c1ccc(F)cc1	?	-1%	6	?	-1%[46.1 µM]	1	0%	-2%	-3%	-2
Cc1ccc(CNC(=O)C2CCN(S(=O)(=O)c3cccnc3)CC2)cc1	0	2%	4	17%	-3%	0	3%	0%	7%	-1
NC1=NC2(CCN(Cc3ccccc3)CC2)n2c(nc3ccccc32)N1	-2	0%	-3	?	-1%	0	-1%	3%	-12%	-11
CCOc1ccc(CC(=O)Nc2nccs2)cc1	1	3%	8	-3%	-1%	-7	3%	-1%	15%	1
O=C(CSc1ccc(Br)cc1)NCC(c1ccco1)N1CCCCC1 (stereo not drawn)	8	-4%	-24	10%	3%	27	-14%	3%	-7%	8
COC(=O)C1=C(C)N(Cc2ccc3c(c2)OCO3)C(=O)C1	1	-1%	-4	2%	3%	4	2%	-4%	3%	-4
O=C(NCC1CCCO1)c1cc2ccccc2cc1O (stereo not drawn)	?	-2%	-3	?	6%	5	4%	-4%	-1%	-8
